From PubChem
PGK inhibitor = blocks T. brucei phosphoglycerate kinase | hit rate 0.043% among 380,000 | P07378 | Potency, µM (series often up to 57.5 µM), for the others: at the highest dose activity change, negative = inhibition, actives largely listed as inhibitors | PGK/GAPDH coupled, Kinase-Glo luminescence, 60 min; note: % is set by controls: 0 for no effect and ±100 for the full control effect; nearly all actives have a fitted effect of over 60% in size
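Luminescent ATP detection (Kinase-Glo Plus) follows a 60-minute room-temperature incubation, with wells lacking PGK as controls. Buffer: 100 mM TEA (pH 7.6), 5 mM MgCl2, 0.01% Tween-20. Coupling enzyme GAPDH (100 nM final) supplies unstable 1,3-BPG in-well.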
POLI inh = DNA polymerase iota (human) inhibition. Q9UNA4. Pol iota fluorescent replication assay, 10 min. Potency, µM (doses to about 115 µM), for the others: top-dose activity, negative = inhibition, actives largely listed as inhibitors. hit rate 1% among 390,000
Target sequence (Q9UNA4 whole entry, looked up): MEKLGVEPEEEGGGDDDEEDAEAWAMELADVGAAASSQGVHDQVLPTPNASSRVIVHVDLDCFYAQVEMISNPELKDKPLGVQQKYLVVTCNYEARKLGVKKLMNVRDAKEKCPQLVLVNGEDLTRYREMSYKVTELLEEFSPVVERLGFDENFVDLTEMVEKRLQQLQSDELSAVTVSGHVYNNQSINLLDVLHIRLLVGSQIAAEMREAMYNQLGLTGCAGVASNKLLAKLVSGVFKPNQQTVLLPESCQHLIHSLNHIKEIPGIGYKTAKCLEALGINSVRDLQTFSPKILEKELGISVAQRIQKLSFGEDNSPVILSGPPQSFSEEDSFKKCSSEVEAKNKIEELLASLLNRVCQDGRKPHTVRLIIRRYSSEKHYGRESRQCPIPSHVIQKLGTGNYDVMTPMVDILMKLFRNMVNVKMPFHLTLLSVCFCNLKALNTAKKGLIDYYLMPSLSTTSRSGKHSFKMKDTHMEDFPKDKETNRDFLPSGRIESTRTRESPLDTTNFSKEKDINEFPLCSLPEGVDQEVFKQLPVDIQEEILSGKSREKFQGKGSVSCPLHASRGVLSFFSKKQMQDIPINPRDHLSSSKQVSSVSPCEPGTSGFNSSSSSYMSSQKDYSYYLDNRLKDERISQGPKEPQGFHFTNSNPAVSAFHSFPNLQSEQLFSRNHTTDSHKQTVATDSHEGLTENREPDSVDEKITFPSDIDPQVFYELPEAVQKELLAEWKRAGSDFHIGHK
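Pol iota at 10 nM preincubated 15 min with compounds at room temperature; reaction started with fluorescent substrate, 50 nM final. Fluorescence read kinetically at 0 and 10 min; buffer-only wells as negative control.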
G9a block = G9a (human) methyltransferase inhibition. G9a H3K9 monomethylation, AlphaScreen, 2 h. Potency, µM (series often up to 102 µM), inactives show at the highest dose activity, negative = inhibition, usual class: inhibitors. hit rate 8.8% among 350,000. AID 504332; note: % is set by controls: 0 for no effect and ±100 for the full control effect; nearly all actives have a fitted effect of over 75% in size
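Using a bead-based AlphaScreen, monomethylated H3K9 product from 2 h room-temperature reactions (G9a 20 nM, peptide 500 nM, SAM 20 uM) was detected with 0.5 ug/mL rabbit anti-H3K9me1 antibody.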
GLS inhibitor = blocks human kidney-isoform glutaminase activity. O94925. GLS enzymatic activity, qHTS titration. Potency, µM (highest dose often 45.5 µM), without a hit: at the highest dose activity change, negative = inhibition, actives largely listed as inhibitors. hit rate 0.21% among 410,000. AID 624170; note: % is set by controls: 0 for no effect and ±100 for the full control effect
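Assay buffer: 45 mM KH2PO4 pH 8.2, 0.02% Tween-20. hKGA acts on L-glutamine (1 mM solution added); product glutamate is reported by an oxidase/peroxidase Amplex Red coupling, with fluorescence taken at baseline and 30 min.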
BLM inh = blocks DNA unwinding by human BLM helicase; P54132; recombinant BLM DNA unwinding, fluorescence dequenching; Potency, µM (highest dose often 56.1 µM), without a hit: top-dose activity change, negative = inhibition, actives largely listed as inhibitors; hit rate 0.2% among 350,000; AID 2528;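 note: plate controls were vehicle for no effect and no enzyme for full effect; nearly all actives have a fitted effect of over 35% in size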
HP1b binding inh = blocks HP1-beta chromodomain binding to methylated histone tails | AID 540317 | hit rate 0.56% among 390,000 | P83916 | Potency, µM (highest dose often 114 µM), inactives show top-dose activity change, negative = inhibition, hits mostly inhibitors | AlphaScreen HP1-beta / biotin-H3K9me3 peptide binding; note: nearly all actives have a fitted effect of over 70% in size; inactives centre near 23
Target sequence (P83916 whole entry, looked up): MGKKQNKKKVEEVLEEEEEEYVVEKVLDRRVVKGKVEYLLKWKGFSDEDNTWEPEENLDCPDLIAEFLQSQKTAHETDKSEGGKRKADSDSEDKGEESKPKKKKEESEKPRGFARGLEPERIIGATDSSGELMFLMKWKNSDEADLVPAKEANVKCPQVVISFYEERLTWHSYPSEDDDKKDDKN
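HP1-beta protein (50 nM final) preincubated 30 min at room temperature with biotinylated H3(1-18)K9me3 peptide (50 nM) in PBS pH 7.4, 0.01% Tween-20, then compound added for 30 min. AlphaScreen streptavidin donor/nickel chelate acceptor beads (10 ug/mL final), 30 min dark, luminescence read.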
JMJD2A Tudor inh = blocks the human JMJD2A Tudor domain; O75164; AlphaScreen JMJD2A-Tudor / H3K4me3 peptide binding; Potency, µM (series often up to 114 µM), for the others: top-dose activity change, negative = inhibition, hits mostly inhibitors; hit rate 4.4% among 390,000; AID 504339; note: % is set by controls: 0 for no effect and ±100 for the full control effect; nearly all actives have a fitted effect of over 50% in size
BAZ2B inh = inhibitors of human BAZ2B bromodomain; AlphaScreen BAZ2B-H3K14Ac peptide displacement; hit rate 4.4% among 360,000; Potency, µM (highest dose often 114 µM), inactives show at the top dose activity change, negative = inhibition, usual class: inhibitors; note: % is set by controls: 0 for no effect and ±100 for the full control effect; nearly all actives have a fitted effect of over 60% in size
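BAZ2B 50 nM plus b-H3(5-23)K14Ac 50 nM, PBS pH 7.4/0.01% Tween-20, 30 min RT; compound added (max 110 uM), 30 min RT; streptavidin donor/Ni-chelate acceptor beads 10 ug/mL final, 20 min dark; AlphaScreen read.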
Pin1 inhibitor = inhibitors of human Pin1; Q13526; Pin1 FP peptide displacement, HiFluor488, 10 min; Potency, µM (highest dose often 115 µM), without a hit: at the highest dose activity, negative = inhibition, most hits filed as inhibitors; hit rate 0.009% among 390,000; AID 504891; active = well fitted inhibition curve with a large enough effect in the polarisation, with a control signal flat, not every such curve was filed as active; inconclusive = small, poorly fitted or top-dose-only effect, or effect the other way, or a change in a side signal; inactive = no such curve, though single readings can be large or run the other way; the % refers to the polarisation; note: % is set by controls: 0 for no effect and ±100 for the full control effect
Numbers without * were called inactive; i = inactive; ? = inconclusive; . = not tested or not shown; & = joins results of further samples; [ ] = dose if it differs, or a comment. Unless noted, calls come from the whole dose curve; as a rule, active = well fitted curve in the direction sought with a large enough effect; inconclusive = small, poorly fitted or top-dose-only effect, or another doubt; inactive = no such curve, though single readings can be large; an effect the other way counts as inactive or inconclusive. Potency is the fitted concentration of half-maximal effect. Not all compounds are listed; rates above refer to the full screens.

SMILES,PGK inhibitor,POLI inh,G9a block,GLS inhibitor,BLM inh,HP1b binding inh,JMJD2A Tudor inh,BAZ2B inh,Pin1 inhibitor
CC(=O)Nc1ccc(S(=O)(=O)N2CCC(NC(=O)c3ccco3)CC2)cc1,i,-3%,-9%[59 µM],-1%,-2%,23%,-22%,8%,-4%
O=C(Cn1ncc2ccsc2c1=O)N1CCN(c2ccccc2F)CC1,-3%,-3%,-3%[59 µM],-12%,-2%,15%,-24%,-1%,-12%
CN1CCN(S(=O)(=O)c2cccc(C(=O)N(C)CC(=O)Nc3ccc(F)c(F)c3F)c2)CC1,-10%,20%,1.8µM*,13%,.,15%,-21%,?,1%
COc1cccc(NC(=O)CN(C)C(=O)CSCc2nc3scc(-c4cccs4)c3c(=O)[nH]2)c1,-12%,?,-5%[59 µM],3%,.,12%,-33%,-3%,21%
COc1cccc(-c2ccc3c(N)c(C(=O)Nc4cc(F)ccc4F)sc3n2)c1,5%,3%,-4%[59 µM],1%,-3%,78%[activator],-3%,11%,-2%
CCOc1ccccc1N(CC(=O)NCC1CCCO1)C(=O)CNS(=O)(=O)c1ccccc1 (stereo unspecified),-3%,7%,25%,0%,0%,32%,2%,-1%,-1%
CC1=C(C#N)C2C(/C1=N/O)C2(C)C (stereo unspecified),.,2%,5%,28%,0%,11%,-9%,-5%,-11%
O=C(COC(=O)/C=C/c1ccco1)NCCc1ccccc1,-18%,57%[activator],?,30%,-9%,-7%,-26%,?,13%
CCCCn1c2ccccc2c2cc(CC(N)=O)ccc21,-10%,46%[activator],8%[59 µM],4%,-2%,3%,-23%,-15%,-1%
Cc1nn(C(=O)N(C)C)c(C)c1CN1C(=O)c2ccccc2C1=O,i,25%,8%,-14%,-5%,23%,-3%,-12%,-11%
CSc1nsc(SC)c1NC(=O)OCC1CCCO1 (stereo unspecified),-1%,5%,?,-7%,1%,25%,-8%,2%,2%
CCOc1cc(-c2nnc(SCC(=O)Nc3ccc(F)c(F)c3)nc2-c2ccc(OC)c(OCC)c2)ccc1OC,-5%,15%,13µM*,5%,-6%,23%,-16%,?,34%[activator]
CC(C)CN1C(=O)CC(Sc2ccccc2C(=O)O)C1=O (stereo unspecified),-6%,-1%[58.9 µM],1.1µM*,4%,-2%,46%[activator],-25%,-11%,0%
O=C(CN1C(=O)NC2(CCCC2)C1=O)NNC(=O)c1ccc(Br)cc1,0%,-8%,4%,-5%,.,35%,3.2µM*,9%,3%
COc1ccc(CN(C)C2c3ccccc3-c3ccccc32)cc1,9%,2%,5%,7%,-1%,47%[activator],-5%,18%,-11%
Cc1ccc(S(=O)(=O)/C(C#N)=C/c2c(N3CCC(C(N)=O)CC3)nc3ccccn3c2=O)cc1,3%,8%,-30%[59 µM],-2%,-9%,7%,-7%,-3%,5%
COc1ccc(C/C(C)=N/NC(=S)Nc2ccccc2F)cc1,3%,63%[activator],?,-14%,-7%,?,?,-6%,-6%
COc1ccc(C)cc1-n1nnnc1SC(C)C(=O)NC1CCCC1 (stereo unspecified),-9%,6%,.,-7%,.,54%[activator],-11%,.,-2%
Cc1ccccc1-c1cccc([C@@H]2C[C@H]3[C@H](CON3C)CN2Cc2ccccc2)c1,0%,41%,.,5%,.,22%,?,.,7%
O=C(O)CNC(=O)CC1S/C(=N/N=C/c2ccccc2O)NC1=O (stereo unspecified),.,-9%,8%,-17%,2%,14%,?,50µM*,-5%
COc1ccc(Nc2ccc([N+](=O)[O-])c3nonc23)c(OC)c1,-10%,29%,?,5%,-3%,?,-10%,-2%,?
Cc1ccc(S(=O)(=O)N2CCN(C(=O)c3ccc(S(=O)(=O)N4CCCC4)cc3)CC2)cc1,3%,-12%,?,9%,-6%,27%,-8%,1%,5%
CC1=C(C(=O)N2CCCC(N3CCN(c4cccc(Cl)c4)CC3)C2)OCCO1 (stereo unspecified),-7%,28%,8%,2%,1%,23%,-18%,-13%,0%
COC(=O)C1=C(C(=O)OC)C(c2cc(Cl)ccc2O)c2sc(=O)[nH]c2S1 (stereo unspecified),-3%,?,7.9µM*,.,-1%,-24%,?,?,1%
COc1ccc(Cc2nnc(N/N=C/c3ccc(N(C)C)cc3)[nH]c2=O)cc1OC,-2%,1%,.,0%,-8%,1%,-19%,?,-15%
O=S(=O)(c1ccc(-c2ccon2)s1)N1CCN(CCN2CCOCC2)CC1,i,?,-12%,-11%,0%,25%,-4%,0%,15%
Cc1cc(C)c(C)c(OCC(=O)N2CCOCC2)c1,-7%,3%,-8%[59 µM],-12%,-4%,36%,2%,-2%,-4%
Cc1cc(N=Cc2c(O)n(-c3cccc(Cl)c3)c(=O)c3ccccc23)no1,-1%,20%,1%[59 µM],1%,-4%,25%,-10%,-1%,54%[activator]
Cc1ccc(N2C(=O)N(CC(=O)Nc3ccc(C)cc3C)C(=O)C2C)cc1 (stereo unspecified),-2%,11%,12%,-8%,0%,34%,-8%,1%,-2%
CCOCC(=O)Nc1ccc(-c2cn3cccnc3n2)cc1,i,?,28%,1%,-3%,54%[activator],-6%,-6%,-1%
N#Cc1nc(COc2ccc(Cl)cc2Cl)oc1N1CCOCC1,i,-6%,?,-3%,-5%,-39%,?,45µM*,11%
COc1cccc(NC(=O)CSC2=C(C#N)C(c3ccco3)C3=C(CCCC3=O)N2)c1 (stereo unspecified),-5%,1%,?,20%,2%,4%,-30%,?,2%
CCOC(=O)c1c(C)[nH]c(C(=O)OCC(=O)Nc2cc(C)c(Cl)cc2OC)c1C,1%,17%,-29%[59 µM],-16%,-3%,-2%,-8%[57.1 µM],1%,3%
CCN(CC)S(=O)(=O)c1ccc(C(=O)Nc2nnc(CSC)o2)cc1,3%,-3%,0%,3%,-5%,37%,-10%,79µM*,2%
Cc1ccc(NCc2nnc3n2CCCCC3)cc1Cl,-8%,8%,6%[59 µM],24%,3%,42%[activator][57 µM],-4%,27%,-2%
CC(=O)c1csc(-c2cccc(-c3nc4ccc(Cl)cn4c3NC3CCCCC3)c2)c1,-1%,?,2%[2.33 µM],7%,.,-7%,?,56µM*,-7%
CCN(C(=O)CN1CCN(c2ccc(O)cc2)CC1)c1c(N)n(Cc2ccccc2)c(=O)[nH]c1=O,-4%,?,8.9µM*,147%[activator],-15%,-12%,?,.,?
N=C(N)SCc1ccc(O)c([N+](=O)[O-])c1,-3%,?,32µM*,-9%,-2%,11%,-8%[11.4 µM],-22%,5%
O=S(=O)(c1ccc2c(c1)OCCO2)N1CCN(S(=O)(=O)c2c(F)cc(F)cc2F)CC1,-5%,59%[activator],.,2%,.,37%,-26%&-1%,.,-11%&7%
COc1ccc2nc(Cl)c(/C=N/Nc3ccccn3)cc2c1,-10%,47%[activator],34%,-12%,-1%,25%,-11%,-8%,10%
CC[C@H](C)NC(=O)c1ccc(Cn2c(=S)[nH]c3c([nH]c4ccc(OC)cc43)c2=O)cc1,-17%,?,56µM*,1%,0%,-1%,?,71µM*,4%
CN(C(=O)c1ccc(=O)n(Cc2ccc(Cl)cc2)c1)c1ccccc1,6%,47%[activator],6%,-1%,-7%,33%,-10%,20%,-7%
N/C(=N\OC(=O)COc1ccc(Cl)cc1Cl)c1ccncc1,-1%,12%,185%[activator],4%,-4%,97%[activator],8%,67%[activator],10%
CCOc1ccccc1NC(=O)Cn1c(=O)n(Cc2ccc(OC)cc2)c(=O)c2oc3ccccc3c21,2%,16%,-2%[59 µM],-6%,-3%,20%,-7%,-11%,-6%
CCOC(=O)CSc1n[nH]c(NC(=O)CC)n1,i,35%[activator],?,15%,2%,29%,-18%,-23%,-6%
O=C(COc1ncnc2c(Cl)cc(Cl)cc12)NC1CCCCCC1,-10%,-9%,-6%,-1%,-2%,8%,-3%,3%,-1%
CC1(C)CN2C(=O)c3ccccc3C2(C)S1 (stereo unspecified),-7%,70%[activator],2%,15%,0%,15%,-5%,-4%,-7%
CC1(C)CC(=NNC(=O)c2n[nH]c3c2CCC3)CC(C)(C)N1,3%,2%,?,3%,-2%,36%,-13%,-31%,6%
CSc1ccc(S(=O)(=O)NC2CCCCC2)cc1,-10%,8%,1%[59 µM],-3%,-15%,10%,-13%,11%,5%
CCn1cc(C(=O)NCCc2ccccc2)c(=O)c2cc(S(=O)(=O)N(C)C3CCCCC3)ccc21,5%,-11%,-34%[59 µM],-15%,-13%,22%,-20%,.,2%
CCOC(=O)C[C@H]1c2ccc(C(F)(F)F)cc2S(=O)(=O)N1Cc1ccccc1,-10%,2%&30%,.,-4%,.,47%[activator],-4%,.,0%

Record cards, from the list above. Order of screens: PGK inhibitor | POLI inh | G9a block | GLS inhibitor | BLM inh | HP1b binding inh | JMJD2A Tudor inh | BAZ2B inh | Pin1 inhibitor
Shown for `N=C(N)SCc1ccc(O)c([N+](=O)[O-])c1` : -3% | ? | 32µM* | -9% | -2% | 11% | -8%[11.4 µM] | -22% | 5%
Shown for `O=C(COc1ncnc2c(Cl)cc(Cl)cc12)NC1CCCCCC1` : -10% | -9% | -6% | -1% | -2% | 8% | -3% | 3% | -1%
